HepG2 viability: qHTS for Inhibitors of TGF-b: Cytotox Counterscreen. HepG2 CAGA-GFP viability, ATP luminescence, 18 h. Potency, µM (doses to about 46.1 µM), without a hit: at the top dose activity change, negative = cytotoxicity, actives largely listed as cytotoxic. 0.76% of 410,000 active; further: potency means the concentration at half of the fitted maximal effect; some results filed as inactive show a strong effect at the top dose
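CellTiter-Glo luminescence gave cytotoxicity after 18 hours at 37 degrees C. The cells were HepG2 CAGA-GFP in 1% FBS DMEM, stimulated with 500 pg/mL TGF-beta after compound addition. %Activity was normalised to no-cell wells (complete cell-killing) and DMSO (no toxicity), and curves were fitted and classified.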
SW480 rereplic: A quantitative high throughput screen for small molecules that induce DNA re-replication in SW480 colon adenocarcinoma cells; SW480 DNA re-replication, Hoechst DNA content imaging, 48 h; Potency, µM (titrated, usually from 46.1 µM), inactives show top-dose re-replication activation, most hits filed as activators; 1.8% of 340,000 active; further: potency means the concentration at half of the fitted maximal effect; % of control where 0% means no effect; nearly all actives have a fitted effect of over 55% in size
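SW480 cells exposed to compounds for 48 hr at 37 C, 5% CO2, then Hoechst-stained 40 min. Nuclear DNA content imaged by fluorescence scanning (405 nm excitation, 500-530 nm emission); re-replication scored as increased high-intensity nuclei.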
ATXN2 expr inh: Primary qHTS for Inhibitors of ATXN expression. Potency, µM (top dose mostly 57 µM), for the others: top-dose activity change, negative = inhibition, actives largely listed as inhibitors. 0.72% of 360,000 active. HEK-293 ATXN2-luciferase reporter, luminescence, 24 h. AID 1745845, 2022; further: potency means the concentration at half of the fitted maximal effect; on the % scale 0 is the no-effect control and ±100 the full control effect; nearly all actives have a fitted effect of over 55% in size
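qHTS (up to 57 uM final) was run with 24 h compound exposure of reporter cells at 37 °C. Each well was multiplexed: SteadyGlo luminescence measured ATXN2-luciferase expression after a fluorogenic Gly-Phe-AFC viability readout (25 uM final).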
S2 tox: Viability Counterscreen for Primary qHTS for Inhibitors of ATXN expression; S2 cells (HEK-293 line with an ATXN2-luciferase reporter) viability, CellTiter-Fluor protease fluorescence, 24 h; Potency, µM (top dose mostly 56.7 µM), most hits filed as cytotoxic; 0.49% of 400,000 active; further: potency means the concentration at half of the fitted maximal effect; nearly all actives have a fitted effect of over 40% in size
HT1080-NT tox: qHTS for induction of synthetic lethality in tumor cells producing 2HG: qHTS for the HT-1080-NT fibrosarcoma cell line. Potency, µM (titrated, usually from 46.1 µM), for the others: at the highest dose activity, negative = less viability, actives largely listed as cytotoxic. AID 686970, 2013. 1.6% of 360,000 active. HT-1080-NT fibrosarcoma viability, CellTiter-Glo ATP luminescence, 48 h;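 further: NT is the 2HG producing partner of a matched IDH1 knockdown line; potency means the concentration at half of the fitted maximal effect; 0% = DMSO-treated cells and -100% = media-only wells without cells; nearly all actives have a fitted effect of over 55% in size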
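Fibrosarcoma NT cells, 750 per well in 5% FBS RPMI, were exposed to compound for 48 hours. Viability: CellTiter-Glo luminescence.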
IL-1B inflam inh: qHTS for Inhibitors of Inflammasome Signaling: IL-1-beta AlphaLISA Primary Screen. activity change, % at 57.5 µM. 4.7% of 360,000 active. THP-1 LPS/ATP IL-1B secretion, AlphaLISA, 16 h; stronger effect = lower value. AID 743279, 2014; in the data active means activity change below about -50%; inconclusive means mostly about -30% to -49%; further: on the % scale 0 is the no-effect control and ±100 the full control effect
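Secreted IL-1B measured by AlphaLISA bead assay after 16 h compound exposure of THP-1 cells; compounds (final up to 57.5 uM) added 1 h before LPS (250 ng/mL) and ATP (1.25 mM) stimulation; lower signal means less secretion.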
MCF10A rereplic: A quantitative high throughput screen for small molecules that induce DNA re-replication in MCF 10a normal breast cells; MCF 10A DNA re-replication, Hoechst nuclear intensity, 48 h; Potency, µM (titrated, usually from 46.1 µM), for inactives: top-dose activity, positive = re-replication, most hits filed as activators; 2.9% of 350,000 active; AID 624296, 2012; further: potency means the concentration at half of the fitted maximal effect; % of control where 0% means no effect; nearly all actives have a fitted effect of over 50% in size
KB-3-1 tox: qHTS assay for MDR1-selective chemotherapeutics: Primary screen using the parental adenocarcinoma cell KB-3-1 | AID 1347075, 2019 | Potency, µM (titrated, usually from 46.1 µM), for inactives: top-dose activity change, negative = cytotoxic, usual class: cytotoxic | KB-3-1 viability, CellTiter-Glo ATP luminescence, 72 h | 1.4% of 400,000 active; further: potency means the concentration at half of the fitted maximal effect; on the % scale 0 is the no-effect control and ±100 the full control effect; nearly all actives have a fitted effect of over 60% in size
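Multi-concentration cytotoxicity screen in KB-3-1 cells grown in DMEM lacking phenol red with 10% FBS. After 72 h at 37 °C with compound, ATP-dependent luminescence was recorded.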
HT1080 IDH1KD tx: qHTS for induction of synthetic lethality in tumor cells producing 2HG: qHTS for the HT-1080-IDH1KD cell line; HT-1080 IDH1 knockdown viability, ATP luminescence, 48 h; Potency, µM (highest dose often 46.1 µM), for the others: at the top dose activity, negative = toxicity, hits mostly cytotoxic; 2% of 360,000 active;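 further: potency means the concentration at half of the fitted maximal effect; 0% = DMSO wells and -100% = cell-free medium wells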
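After a 2 h attachment period, IDH1KD HT-1080 cells took pin-transferred compound for 48 h at 37 °C; ATP-based luminescence after 10 min room-temperature reagent incubation reported viability.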
Active calls of the source: *; [ ] = another dose, or the depositor's remark. Unless noted, the call rests on the fitted dose curve; in most records, active means well fitted curve in the direction sought with a large enough effect; inconclusive means small, poorly fitted or top-dose-only effect, or another doubt; inactive means no such curve, though single readings can be large; an effect the other way counts as inactive or inconclusive.

Screening CCOC(=O)c1sc2nc(N3CCOCC3)c3c(c2c1N)CCCC3 returned HepG2 viability -14%, SW480 rereplic 1%, ATXN2 expr inh -19%, S2 tox inactive, HT1080-NT tox 19%, IL-1B inflam inh -4, MCF10A rereplic 0%, KB-3-1 tox -1% and HT1080 IDH1KD tx 8%.
Screening Cc1[nH]c2ccccc2c1CCN(Cc1cccnc1)C(=S)Nc1ccc(F)cc1 returned HepG2 viability -28%, SW480 rereplic -2%, ATXN2 expr inh -18%, S2 tox inconclusive, HT1080-NT tox -1%, IL-1B inflam inh -21, MCF10A rereplic 5%, KB-3-1 tox -16% and HT1080 IDH1KD tx -8%.
`CCCCNC(=O)C1CCCN1C(=O)NC1CCCCC1` (configuration not stated) gave HepG2 viability 2%, SW480 rereplic -3%, ATXN2 expr inh 0%, S2 tox inactive, HT1080-NT tox 1%, IL-1B inflam inh 17, MCF10A rereplic 3%, KB-3-1 tox -1% and HT1080 IDH1KD tx 13%.
COCCCN1C(=O)C(=O)/C(=C(/O)c2ccc(OC)cc2)C12C(=O)N(C)c1ccccc12 (configuration not stated) was read as HepG2 viability 4%, SW480 rereplic -4%, ATXN2 expr inh -9%, S2 tox inactive, HT1080-NT tox 1%, IL-1B inflam inh -1, MCF10A rereplic 2%, KB-3-1 tox 0% and HT1080 IDH1KD tx 6%.
`C=C1CCN([C@H](C(=O)NCc2ccc(Cl)c(Cl)c2)C(C)C)S(=O)(=O)c2ccccc21` gave HepG2 viability -49%, SW480 rereplic inconclusive, ATXN2 expr inh -11%, S2 tox inactive, HT1080-NT tox -11%, IL-1B inflam inh -6, MCF10A rereplic -6%, KB-3-1 tox 0% and HT1080 IDH1KD tx 1%.
For CCOC(=O)c1ccc(NC(=O)CSc2nccn2C)cc1 the results were HepG2 viability -16%, SW480 rereplic -6%, ATXN2 expr inh 12%, S2 tox inactive, HT1080-NT tox 17%, IL-1B inflam inh -15, MCF10A rereplic -2%, KB-3-1 tox -1% and HT1080 IDH1KD tx 1%.
Screening CC(=O)Nc1ccc(CC(=O)NCCC(c2ccccc2)c2ccccc2)cc1 returned HepG2 viability -7%, SW480 rereplic 21µM*, ATXN2 expr inh -11%, S2 tox inactive, HT1080-NT tox 26µM*, IL-1B inflam inh 1, MCF10A rereplic inconclusive, KB-3-1 tox -32% and HT1080 IDH1KD tx 33µM*.
`CCn1c(C)nc2cc(C(=O)N/N=C/c3ccccc3)ccc21` gave HepG2 viability 8%, SW480 rereplic 3%, ATXN2 expr inh 21%, S2 tox inactive, HT1080-NT tox -1%, IL-1B inflam inh -18, MCF10A rereplic -8%, KB-3-1 tox 28% and HT1080 IDH1KD tx 3%.
For CCOc1ccc2c(c1)c(=O)c(S(=O)(=O)c1ccc(CC)cc1)cn2CC the results were HepG2 viability -11%, ATXN2 expr inh -6%, S2 tox inactive and KB-3-1 tox 5%.
Screening CCOC(=O)c1ccc(-n2cccc2/C=C2\NC(=O)NC2=O)cc1 returned HepG2 viability -14%, SW480 rereplic 18µM*, ATXN2 expr inh 2%, S2 tox inconclusive, MCF10A rereplic 7.3µM* and KB-3-1 tox 5.8µM*.

By substructure: those above containing four or more nitrogen atoms (2)
Screening Cc1[nH]c2ccccc2c1CCN(Cc1cccnc1)C(=S)Nc1ccc(F)cc1 returned HepG2 viability -28%, SW480 rereplic -2%, ATXN2 expr inh -18%, S2 tox inconclusive, HT1080-NT tox -1%, IL-1B inflam inh -21, MCF10A rereplic 5%, KB-3-1 tox -16% and HT1080 IDH1KD tx -8%.
`CCn1c(C)nc2cc(C(=O)N/N=C/c3ccccc3)ccc21` gave HepG2 viability 8%, SW480 rereplic 3%, ATXN2 expr inh 21%, S2 tox inactive, HT1080-NT tox -1%, IL-1B inflam inh -18, MCF10A rereplic -8%, KB-3-1 tox 28% and HT1080 IDH1KD tx 3%.

Remaining list, next part
O=C1C2C(C(=O)N1CC1CCCO1)C1C=CC2C12CC2 (configuration not stated) was read as HepG2 viability -2%, SW480 rereplic -6%, ATXN2 expr inh -3%, S2 tox inactive, HT1080-NT tox 14%, IL-1B inflam inh -2, MCF10A rereplic 11%, KB-3-1 tox 6% and HT1080 IDH1KD tx 21%.
`Cc1ccc(Nc2nc(NCC3CC3)nc3ccsc23)c(C)c1` gave HepG2 viability -14%, ATXN2 expr inh inconclusive, HT1080-NT tox 12µM*, IL-1B inflam inh inconclusive, KB-3-1 tox 21µM* and HT1080 IDH1KD tx 6.5µM*.
`Cc1ccc2[nH]c(=O)c3cc(C(=O)N4CCN(C(=O)c5ccco5)CC4)sc3c2c1` gave HepG2 viability 0%, SW480 rereplic -1%, ATXN2 expr inh -15%, S2 tox inactive, HT1080-NT tox 16%, IL-1B inflam inh -5, MCF10A rereplic -5%, KB-3-1 tox 0% and HT1080 IDH1KD tx 0%.
Screening Cc1cc(NC(=O)c2ccc(S(=O)(=O)N(C)CC3CCCO3)cc2)no1 (configuration not stated) returned HepG2 viability -29%, SW480 rereplic 2%, ATXN2 expr inh -25%, S2 tox inactive, HT1080-NT tox -17%, IL-1B inflam inh 0, MCF10A rereplic 18%, KB-3-1 tox 3% and HT1080 IDH1KD tx 2%.
Screening CC(C)CC1(C)NC(=O)N(CC(=O)Nc2ccc3c(c2)CCC3)C1=O (configuration not stated) returned HepG2 viability -14%, SW480 rereplic 1%, ATXN2 expr inh -15%, S2 tox inactive, HT1080-NT tox inconclusive, IL-1B inflam inh 0, MCF10A rereplic inconclusive, KB-3-1 tox -24% and HT1080 IDH1KD tx -28%.
CCOc1ccccc1NC(=S)Nc1ccc(S(N)(=O)=O)cc1 was read as HepG2 viability -5%, SW480 rereplic -2%, ATXN2 expr inh 4%, S2 tox inconclusive, HT1080-NT tox -25%, IL-1B inflam inh 16, MCF10A rereplic 6%, KB-3-1 tox 9% and HT1080 IDH1KD tx -1%.
For Cc1ccccc1N(C(=O)c1csnn1)C(C(=O)NC1CCCC1)c1ccncc1 (configuration not stated) the results were HepG2 viability -1%, SW480 rereplic -7%, ATXN2 expr inh 53%[activator], S2 tox inactive, HT1080-NT tox 12%, IL-1B inflam inh 28, MCF10A rereplic 2%, KB-3-1 tox 1% and HT1080 IDH1KD tx 1%.
For Cc1ccccc1-c1noc(-c2cccnc2NCc2ccco2)n1 the results were HepG2 viability 9%, ATXN2 expr inh 245%[activator], S2 tox inactive and KB-3-1 tox -14%.
`COc1ccc(OCCC(=O)NC2CCCCC2)cc1` gave HepG2 viability -9%, SW480 rereplic 8%, ATXN2 expr inh 10%, S2 tox inconclusive, HT1080-NT tox 16%, IL-1B inflam inh -13, MCF10A rereplic 0%, KB-3-1 tox inconclusive and HT1080 IDH1KD tx 3%.
`Cc1nnc2ccc(N3CCN(c4cccc(C(F)(F)F)c4)CC3)nn12` gave HepG2 viability -22%, SW480 rereplic -4%, ATXN2 expr inh inconclusive, S2 tox inconclusive, HT1080-NT tox -19%, IL-1B inflam inh 45, MCF10A rereplic 13%, KB-3-1 tox -30% and HT1080 IDH1KD tx -19%.
O=C(CN1C(=O)COc2ccc(S(=O)(=O)N3CCCC3)cc21)NC1CC1 was read as HepG2 viability -29%, SW480 rereplic 1%, ATXN2 expr inh -11%, S2 tox inactive, HT1080-NT tox 16%, IL-1B inflam inh -6, MCF10A rereplic 4%, KB-3-1 tox -12% and HT1080 IDH1KD tx -1%.
Screening CCN(CC)C(=O)Cc1c(O)c2ccccc2[nH]c1=O returned HepG2 viability 5%, SW480 rereplic -4%, ATXN2 expr inh 1%, S2 tox inactive, HT1080-NT tox -13%, IL-1B inflam inh 0, MCF10A rereplic -1%, KB-3-1 tox 0% and HT1080 IDH1KD tx -18%.
For O=C(Nc1cc(C(F)(F)F)ccc1N1CCCCC1)c1ccc(Br)o1 the results were HepG2 viability -12%, SW480 rereplic 2%, ATXN2 expr inh -10%, S2 tox inactive, HT1080-NT tox 1%, IL-1B inflam inh -4, MCF10A rereplic -109%[0.0737 µM], KB-3-1 tox -11% and HT1080 IDH1KD tx 1%.
COCCCn1c(=O)c2ccccc2n(Cc2ccc(C)cc2)c1=O was read as HepG2 viability 0%, SW480 rereplic -2%, ATXN2 expr inh -5%, S2 tox inactive, HT1080-NT tox 2%, IL-1B inflam inh -2, MCF10A rereplic 9%, KB-3-1 tox inconclusive and HT1080 IDH1KD tx 3%.
Cc1ccc(-n2[nH]c(=O)c3cccnc32)cc1 was read as HepG2 viability -16%, SW480 rereplic 1%, ATXN2 expr inh 0%, S2 tox inactive, HT1080-NT tox 3%, IL-1B inflam inh 18, MCF10A rereplic 19%, KB-3-1 tox -4% and HT1080 IDH1KD tx 1%.
`c1cc[n+](CCCC[n+]2ccccc2)cc1` gave HepG2 viability -3%, SW480 rereplic 4%, ATXN2 expr inh 1%, S2 tox inactive, HT1080-NT tox 0%, IL-1B inflam inh 11, MCF10A rereplic inconclusive, KB-3-1 tox 17% and HT1080 IDH1KD tx 6%.
Cc1cc(OCCn2cc(/C(N)=N/O)c3ccccc32)ccc1Cl was read as HepG2 viability -62%, SW480 rereplic 12%, ATXN2 expr inh inconclusive, S2 tox inactive, HT1080-NT tox inconclusive, IL-1B inflam inh -14, MCF10A rereplic -5%, KB-3-1 tox -7% and HT1080 IDH1KD tx inconclusive.
`N#C/C(=C\c1c[nH]c2ccccc12)C(=O)NC1CCCC1` gave HepG2 viability -34%, SW480 rereplic inconclusive, ATXN2 expr inh 34%, S2 tox inactive, HT1080-NT tox -15%, IL-1B inflam inh 0, MCF10A rereplic 16%, KB-3-1 tox 25% and HT1080 IDH1KD tx 2%.

Screening data from PubChem.
